RTF Ca sens act = increases calcium sensitivity of human cardiac regulated thin filaments. AID 493008. IANBD-labeled TnC RTF fluorescence at EC20 calcium; 0% EC20 calcium, 100% full calcium. activation, % at 7.2 µM. 0.24% of 340,000 active;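 active = activation above the mean over all tested compounds plus 3 SD, cut at about 30% in these data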;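 also: rise in fluorescence read as greater calcium sensitivity of cardiac thin filaments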
Rtt109 Vps75 = blocks Candida albicans Rtt109/Vps75 acetyltransferase activity. 0.16% of 330,000 active. inhibition, % at 34.9 µM. Q5AAJ8. purified Rtt109/Vps75, ThioGlo CoA-SH fluorescence, 4 h. AID 540336;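 active = inhibition of at least 50% in every replicate; inconclusive = best replicate reaches 50% inhibition but some replicates fall short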
Target sequence (Q5AAJ8 whole entry, looked up): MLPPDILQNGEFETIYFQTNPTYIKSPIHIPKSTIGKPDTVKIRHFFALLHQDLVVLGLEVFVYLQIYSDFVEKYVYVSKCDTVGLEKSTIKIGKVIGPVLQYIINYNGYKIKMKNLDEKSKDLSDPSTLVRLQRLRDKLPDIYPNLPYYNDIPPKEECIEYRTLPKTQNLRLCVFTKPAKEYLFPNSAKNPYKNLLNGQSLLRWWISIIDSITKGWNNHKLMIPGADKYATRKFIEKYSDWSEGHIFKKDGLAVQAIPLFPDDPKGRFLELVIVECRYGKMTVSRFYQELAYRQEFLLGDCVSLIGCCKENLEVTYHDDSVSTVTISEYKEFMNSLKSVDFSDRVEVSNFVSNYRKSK
LANA DNA inh = inhibitors of KSHV LANA C-terminal domain DNA binding | inhibition, % at 9 µM | 0.078% of 340,000 active | MBP-C-LANA/FAM-LBS DNA binding, fluorescence polarization;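 active = highest replicate inhibition at or above 60% at 9 µM, even if other replicates fall short; inactive = all replicates below 60% inhibition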;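 also: 0% = neutral control wells and 100% = 4 µM acridine orange control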
Cardiac RTF inh = cardiac RTF calcium desensitization. IANBD-labeled cardiac RTF, Ca2+ fluorescence. 0.12% of 340,000 active. inhibition, % at 7.15 µM. P19429+P45379. AID 493244;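 active = inhibition above the mean inhibition of all tested compounds plus 3 SD, cut at about 17% in these data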;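 also: assay run at fixed EC70 calcium of 1.6 mM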
Keap1-Nrf2 PPI = inhibitors of human Keap1-Nrf2 protein-protein interaction. Q14145. Keap1 Kelch-Nrf2 peptide fluorescence polarization, 1536-well. inhibition, % at 9.4 µM. 0.15% of 340,000 active. AID 504523; in the data active = inhibition above about 12%; inconclusive = no clear call, values can overlap the other calls; inactive = below about 7.3%;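 also: human Keap1 Kelch domain with fluorescein labeled Nrf2 9mer peptide probe; 0% = neutral control wells and 100% = peptide positive control; higher means more block of Keap1 binding to Nrf2 peptide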
Target sequence (Q14145 whole entry, looked up, the tested form may be a part): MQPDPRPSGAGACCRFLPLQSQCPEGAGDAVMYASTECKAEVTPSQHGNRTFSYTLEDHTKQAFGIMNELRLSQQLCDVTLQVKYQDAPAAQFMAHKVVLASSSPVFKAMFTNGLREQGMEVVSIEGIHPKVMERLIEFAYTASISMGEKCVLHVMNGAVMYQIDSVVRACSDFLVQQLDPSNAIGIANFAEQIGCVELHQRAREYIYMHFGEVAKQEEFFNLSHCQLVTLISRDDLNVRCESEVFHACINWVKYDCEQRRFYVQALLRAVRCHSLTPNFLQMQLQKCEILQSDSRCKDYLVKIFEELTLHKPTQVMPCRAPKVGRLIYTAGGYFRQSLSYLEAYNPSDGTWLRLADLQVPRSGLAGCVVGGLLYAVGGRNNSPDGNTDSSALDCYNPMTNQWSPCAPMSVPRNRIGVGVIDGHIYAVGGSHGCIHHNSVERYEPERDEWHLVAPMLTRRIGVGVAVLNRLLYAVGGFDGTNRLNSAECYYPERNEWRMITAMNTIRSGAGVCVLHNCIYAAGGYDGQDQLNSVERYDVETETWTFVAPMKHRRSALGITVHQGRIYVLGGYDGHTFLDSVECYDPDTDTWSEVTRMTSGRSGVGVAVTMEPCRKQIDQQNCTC
DAGLB inh = blocks human DAGLB lipase activity; Q8NCG7; HEK293T DAGLB membrane lysate, EnzChek fluorogenic substrate; inhibition, % at 5.17 µM; 0.059% of 340,000 active; AID 504411; in the data active = inhibition above about 34%;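 also: 0% = enzyme with vehicle and 100% = wells lacking enzyme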
PKA-R2B act = activators of human PKA-R2B complex | P22694+P31323 | PKA-R2B holoenzyme dissociation, Cy5-IP20 fluorescence polarization; R2B truncated from residue 108, S112A mutant; 0% DMSO only, 100% 113 µM cGMP | activation, % at 11.4 µM | 0.079% of 340,000 active;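 active = activation above a cutoff set at the mean over all compounds plus 3 SD, cut at about 18% in these data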;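 also: higher means more holoenzyme dissociation and a rise in polarization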
SR-BI DiI-HDL act = activators of SR-BI mediated HDL lipid uptake; CHO ldlA[mSR-BI] cells, DiI-HDL uptake fluorescence, 3 h; 100 = double the neutral-control signal; activation, % at 12.5 µM; 0.096% of 320,000 active; AID 504775;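 active = mean replicate activation of at least 60% and every replicate at or above 60%; inconclusive = mean or all-replicate condition met, but not both; inactive = mean below 60% and not all replicates reaching 60%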;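 also: 0% = median plate neutral-control signal and 100% = twice that signal; values of inactives mirror those of a sister screen read the other way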
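Material: SR-BI-overexpressing, LDLR-lacking CHO cells | Dosing: Single compound concentration, delivered by pin transfer | Probe or stimulus: Labelled HDL, 10 µg/mL | Signal: Bottom-read cell fluorescence after medium removal, ex 550/em 595 nm | Schedule: 3 h, 37 °C | Evaluation: HDL uptake via cellular fluorescence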
CAL PDZ FP-1 = blocks peptide binding to human CAL PDZ domain; Q9HD26; purified CAL PDZ, TMR-peptide fluorescence polarization, 1 h; inhibition, % at 20 µM; 0.02% of 330,000 active; AID 504414;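 active = highest replicate inhibition of at least 40%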;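 also: plate controls were DMSO neutral control wells for no effect and unlabeled competitor peptide control wells for full effect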
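Material: tagged CAL PDZ domain; buffer or medium: 25 mM sodium phosphate pH 7.4, 150 mM NaCl, TCEP, IgG, Thesit; compound dosing: single point, 20 µM; schedule: 1 h incubation at room temperature before polarization reading; measured by: FP readout, S and P plane fluorescence; read-out basis: percent inhibition from loss of millipolarization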
CAL PDZ FP-2 = CAL PDZ (human) peptide binding inhibition. Q9HD26. purified CAL PDZ, TMR-peptide fluorescence polarization, 1 h. inhibition, % at 24.9 µM. 0.92% of 300,000 active. AID 602252;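 active = mean inhibition of at least 30% with at least half of replicates also reaching 30%; inconclusive = no clear call, values can overlap the other calls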;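 also: 0% = DMSO neutral control and 100% = excess unlabeled competitor peptide PRC23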
An asterisk follows results filed as active; ? = inconclusive; . = not tested or not shown.

The opening five entries (preview)
SMILES | RTF Ca sens act | Rtt109 Vps75 | LANA DNA inh | Cardiac RTF inh | Keap1-Nrf2 PPI | DAGLB inh | PKA-R2B act | SR-BI DiI-HDL act | CAL PDZ FP-1 | CAL PDZ FP-2
O=C(NCCCN1CCCC1=O)c1cccc(Oc2ccccc2)c1 | -2 | . | -1.2 | 0 | 5 | -1 | -5 | -15 | -2.3 | -4
COc1ccc(CNC(=O)CN(CCC(C)C)S(=O)(=O)c2ccc3c(c2)OCCO3)cc1 | -1 | 12 | -0.2 | -7 | 2 | -2 | 1 | -13 | 0.1 | 6
Cc1cc(C)c(S(=O)(=O)c2ccccc2C)c(OCCO)n1 | 0 | 1 | 0.9 | 4 | 3 | 0 | -7 | 3 | -2.4 | 2
O=C(CCc1cn2ccccc2n1)NC1CCCc2c1cnn2-c1ccccc1F (stereo not drawn) | 6 | 5 | -0.3 | 1 | -6 | -4 | 2 | 6 | -2.4 | -1
COc1ccc(CCCC(=O)Nc2ccc(F)cc2)cc1 | 3 | 3 | -1.5 | 2 | 1 | -2 | -4 | 3 | -0.2 | 4

Results, from the start:
SMILES | RTF Ca sens act | Rtt109 Vps75 | LANA DNA inh | Cardiac RTF inh | Keap1-Nrf2 PPI | DAGLB inh | PKA-R2B act | SR-BI DiI-HDL act | CAL PDZ FP-1 | CAL PDZ FP-2
O=C(NCCCN1CCCC1=O)c1cccc(Oc2ccccc2)c1 | -2 | . | -1.2 | 0 | 5 | -1 | -5 | -15 | -2.3 | -4
COc1ccc(CNC(=O)CN(CCC(C)C)S(=O)(=O)c2ccc3c(c2)OCCO3)cc1 | -1 | 12 | -0.2 | -7 | 2 | -2 | 1 | -13 | 0.1 | 6
Cc1cc(C)c(S(=O)(=O)c2ccccc2C)c(OCCO)n1 | 0 | 1 | 0.9 | 4 | 3 | 0 | -7 | 3 | -2.4 | 2
O=C(CCc1cn2ccccc2n1)NC1CCCc2c1cnn2-c1ccccc1F (stereo not drawn) | 6 | 5 | -0.3 | 1 | -6 | -4 | 2 | 6 | -2.4 | -1
COc1ccc(CCCC(=O)Nc2ccc(F)cc2)cc1 | 3 | 3 | -1.5 | 2 | 1 | -2 | -4 | 3 | -0.2 | 4
Nc1cc(=O)nc(SCC(=O)Nc2cccc3ccccc23)n1CCc1ccccc1 | 2 | 18 | 0.7 | -14 | 0 | 3 | 5 | -10 | -4.0 | 0
CC(OC(=O)c1cc(S(=O)(=O)N2CCOCC2)ccc1Br)C(=O)N1CCOCC1 (stereo not drawn) | -5 | 10 | -0.2 | -6 | -3 | -2 | -1 | 11 | -1.1 | 43*
CCC(=O)Nc1sc2c(c1C#N)CC(C)(CC)OC2 (stereo not drawn) | -4 | -7 | -0.7 | -1 | -1 | -2 | -5 | -22 | 0.4 | -8
Cn1c(Cc2cccs2)nnc1SCC(=O)N1CCCc2ccccc21 | 4 | 0 | -0.5 | 3 | -2 | -2 | -5 | ? | . | -1
O=C(Nc1ccc2c(c1)OCO2)c1ccc(NC2CC2)c([N+](=O)[O-])c1 | 7 | -3 | 0.1 | 3 | -1 | 7 | 3 | -46 | 0.9 | -2
CCOC(=O)c1cc2c(=O)c3ccccc3oc2nc1C | 1 | -35 | 2.6 | 0 | 0 | 1 | 4 | 10 | -1.1 | -1
COc1cccc(OC)c1C(=O)Nc1ccccc1N1CCCC1 | -3 | -2 | 0.3 | -12 | -5 | -2 | -11 | 2 | -1.8 | -2
CC(=O)N1CCN(c2nc(-c3ccco3)c3c(c2C#N)CC(C)(C)SC3)CC1 | 3 | 0 | 2.6 | -7 | -4 | 0 | -2 | -56 | -1.6 | -1
COc1ccc(OCCCC(=O)OC(C)C(=O)Nc2ccccc2[N+](=O)[O-])cc1 (stereo not drawn) | -10 | 10 | 0.3 | -5 | 5 | -17 | 4 | 0 | -1.0 | -5
CCOC(=O)c1cc2sccc2n1CCCN1C(=O)c2ccccc2C1=O | 2 | 1 | 0.6 | 2 | 2 | 0 | -2 | -34 | -1.4 | 2
Cc1ccc(N(CC(O)CN2CCCC2)S(=O)(=O)c2ccc(C)cc2)cc1 (stereo not drawn) | 0 | 8 | -0.1 | -9 | 2 | 1 | -2 | -18 | -2.3 | -2
CN1CCc2c(sc3nc(SCC(N)=O)n(-c4ccc(Cl)cc4)c(=O)c23)C1 | 1 | -3 | -0.2 | -17 | -11 | -1 | -1 | 12 | -0.9 | -4
Cc1nc(NC(=O)CSc2nccn2C)sc1C(=O)N(C)C | -6 | -2 | 0.0 | -4 | 4 | 2 | 3 | 31 | -1.8 | 3
Cc1cc(=O)oc2c3c(cc(OCC(=O)Nc4cccnc4)c12)OC(C)(C)CC3 | 4 | -4 | 4.0 | -1 | -4 | -2 | -3 | -68 | -1.9 | 7
C[C@H](CO)NC(=O)[C@H](C)[C@H]1C[C@]1(C)[C@H](NC(=O)OCc1ccccc1)c1ccccc1 | -4 | 0 | 2.8 | 1 | -7 | 1 | 4 | 5 | 1.5 | 2
COCCNc1nc(SCc2ccccc2)nc2sc3c(c12)CCC3 | -3 | -5 | 0.4 | 4 | -9 | -5 | -3 | -36 | -1.8 | -5
O=C(Oc1ccc(-c2nnco2)cc1)C1CCN(C(=O)c2ccc(F)cc2)CC1 | 0 | -10 | 0.6 | 0 | -3 | 2 | -1 | 27 | -3.0 | -2
CC(=O)c1cc(CN2CCN(C(C)C)C(CCO)C2)cs1 (stereo not drawn) | -4 | 6 | 0.0 | -1 | 0 | -1 | -2 | 1 | -2.4 | -3
CCOc1ccc(CNCCCSc2ncccn2)cc1 | 9 | 1 | 0.5 | -2 | -9 | 2 | -3 | -7 | 1.3 | .
CC(C)(C)C1C/C(=C/c2ccccn2)C(=O)/C(=C/c2ccccn2)C1 (stereo not drawn) | -2 | 2 | -0.4 | -14 | -6 | -3 | 3 | . | -2.0 | 0
Cc1nn(Cc2ccc(Cl)cc2)c(C)c1NC(=O)/C=C/c1cnn(C)c1 | 5 | -14 | -1.5 | -3 | -5 | 0 | -10 | 11 | -2.3 | 0
O=C(COc1ccc(/C=N/NS(=O)(=O)c2ccccc2)cc1)Nc1ccc(F)cc1 | -10 | -4 | -1.4 | -13 | 8 | 2 | -5 | -5 | 0.1 | -1
COc1ccc(NC(=O)C2C3C=CC4(O3)C2C(=O)N(CCN2CCCCC2)C4C(=O)NC2CCCCC2)cc1 (stereo not drawn) | -5 | -3 | 0.1 | -4 | -2 | 1 | 6 | -7 | -1.7 | -2
COc1cc(OC)cc(-c2c(C#Cc3ccsc3)c3cc(-c4ccc(OC)c(F)c4)ccc3n2C)c1 | 7 | -1 | -1.4 | -2 | -2 | 2 | 0 | -50 | -2.0 | -5
CC1(C)C(=O)Nc2ccccc2N1C(=O)COC(=O)c1cccnc1 | 6 | 4 | -0.2 | 8 | 0 | 1 | 1 | 21 | 0.0 | -1
Cc1nc(CSc2ccc(Cl)cc2)cc(N2CC(C)OC(C)C2)n1 (stereo not drawn) | -4 | -5 | 1.5 | -9 | -2 | -7 | 5 | -17 | 0.5 | -1
O=C(CCC(=O)NNC(=O)c1ccc(Cl)cc1Cl)NCc1ccccc1 | 3 | -7 | -0.8 | -2 | -5 | -1 | 1 | -7 | -1.1 | 1
Cc1cc(NC(=O)CSc2nc(Cc3ccccc3)c(C)[nH]2)no1 | -10 | -9 | 0.7 | 1 | 2 | -1 | -1 | . | -1.6 | -2
CCOC(=O)/C(=N\Nc1ccc(Br)cc1)N1CCN(c2ccccc2OC)CC1 | -5 | -4 | 0.3 | 4 | 2 | -9 | 21* | -77 | -2.1 | -4
CCCc1c(C(=O)N/N=C/C(C)=C/c2ccccc2)nnn1-c1nonc1N | -10 | -8 | 0.0 | 3 | -5 | -1 | 1 | -60 | -3.2 | -4
O=C(CSc1nccn1Cc1ccco1)Nc1ccccc1F | -1 | 3 | -1.4 | 8 | 1 | 0 | 3 | 3 | -5.8 | -6
CC(=O)c1ccc(NC(=O)CSc2nc(C3CC3)nc3ccccc23)cc1 | -3 | -7 | 0.9 | 8 | 3 | -31 | -8 | -16 | -2.6 | -4
CCC[C@@H]1C[C@@H](C(=O)NC(C(C)Cl)[C@H]2O[C@H](SC)[C@H](O)[C@@H](O)[C@H]2O)N(C)C1 (stereo partly drawn) | 9 | -12 | -1.1 | 0 | -3 | 3 | -6 | 2 | -0.3 | 6
COc1ccc2[nH]c3c(c2c1)CCN1C(=O)N([C@@H](C)C(=O)NC2CCN(Cc4ccccc4)CC2)C(=O)[C@]31C | -3 | 6 | 1.0 | 10 | -5 | 0 | -1 | -56 | -0.6 | -1
CN(C)S(=O)(=O)c1ccc(=S)[nH]c1 | 0 | -2 | -1.5 | 0 | -3 | 2 | -13 | 3 | 0.9 | 0
CCOc1cc(-c2ccccc2)nc(N)n1 | -2 | 4 | 0.4 | -3 | -5 | -2 | -15 | 7 | -0.1 | 1
CCCN1CCC(NC(=O)CC2C(=O)NCCN2Cc2cccc(OC)c2)CC1 (stereo not drawn) | -3 | 0 | 0.8 | -5 | 0 | -2 | 2 | 5 | -0.9 | -2
Cn1c(Cn2c(=O)sc3ccccc32)nnc1SCC(=O)Nc1ccc2c(c1)OCO2 | 9 | -7 | -0.2 | -4 | -4 | -3 | -9 | 0 | 1.0 | 0
O=C(CCN1C(=O)c2ccccc2C1=O)Nc1ccc(-c2cn3ccsc3n2)cc1 | -2 | -7 | -0.9 | -31 | 1 | -3 | 8 | -54 | -0.6 | -20
CCN1C(=O)[C@H]2[C@H]3CN=C(SCc4ccccc4)N3[C@@](Cc3ccccc3)(C(=O)OC)[C@H]2C1=O | 0 | -1 | -0.6 | -4 | -4 | -2 | -6 | 9 | -0.6 | -5
OC(CCN1CCOCC1)(c1ccc(Cl)cc1)C1CCCCC1 (stereo not drawn) | 1 | 11 | 1.2 | -4 | 4 | -2 | 11 | . | 0.2 | 4
O=C(CNc1ccccc1)N/N=C/c1ccc2c(c1)OCCO2 | -6 | 4 | -1.0 | 0 | 1 | -1 | -9 | 13 | 0.0 | -2

Compound activity deposited in PubChem by several laboratories.
